# LYP inhibition = LYP phosphatase inhibitors, primary screen, biochemical, DiFMUP fluorescence, recombinant catalytic domain, 10 µM (AID 606) | 52,000 tested, under 10 active | Tyrosine-protein phosphatase non-receptor type 22 (Homo sapiens) | inhibition, % at 10 µM, or IC50 in µM where a hit was titrated | recombinant LYP catalytic domain, DiFMUP fluorescence; higher % means a stronger effect;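 active = IC50 under 40 µM in the dose-response test; inactive = IC50 of 40 µM or more, or never dose-tested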
# HPDE-C7K KRASV12 = cytotoxicity in KRAS-transformed pancreatic duct cells, primary screen, cell-based, fluorescence, HTS (AID 431). cytotoxicity, % at 10 µM; hits with a dose series show EC50 in µM. 1.7% of 63,000 active. HPDE-C7K KRASV12 cells, Alamar Blue viability, 48 h; higher % means a stronger effect;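 active = compounds whose percent cytotoxicity in the single-dose primary screen, scaled between solvent and toxic-drug controls, exceeds 50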;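 also: 0% = DMSO solvent wells and 100% = doxorubicin-treated wells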
# TNAP inhibition = human TNAP enzyme inhibitors, biochemical, luminescent (AID 518); Alkaline phosphatase, tissue-nonspecific isozyme (Homo sapiens); purified TNAP enzyme, luminescent substrate readout; higher % means a stronger effect; one-dose inhibition, % at 20 µM; IC50 in µM for titrated hits; 0.09% of 64,000 active; in the data active = a potency from the dose series; inactive = the rest, 99 in 100 with inhibition below about 22%;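 also: plate controls were vehicle for no effect and reference inhibitor for full effect; many of its hits are not listed in these tables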
# HT1080 cytotoxicity = cytotoxicity in HT1080 fibrosarcoma cells, cell-based, fluorescence readout (AID 620). cytotoxicity, % at 10 µM, or EC50 in µM where a hit was titrated. HT1080 viability, fluorescence; higher % means a stronger effect. 0.42% of 87,000 active;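 also: cells exposed to compound overnight then 4 h with Alamar Blue; 0% = vehicle DMSO and 100% = killing control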
# Spn MK inh = S. pneumoniae MK inhibitors, primary screen, biochemical, PK/LDH-coupled NADH absorbance; AID 555, 2006; inhibition, % at 10 µM; mevalonate kinase [Streptococcus pneumoniae D39]; purified MK, PK/LDH-coupled NADH absorbance 340 nm; 0.48% of 65,000 active;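 active = ranked among the strongest by inhibition in the single 10 µM screen, a fixed top-ranked set picked for dose follow-up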; also: no value below 0 was filed
# HPDE-C7 viability = cytotoxicity in HPDE-C7 cells, cell-based, fluorescence, HTS (AID 430); HPDE-C7 pancreatic duct cells viability, fluorescence; higher % means a stronger effect; cytotoxicity, % at 10 µM; hits with a dose series show EC50 in µM; 1.8% of 63,000 active;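 also: cells exposed to compound for 48 hours before viability readout; 0% = vehicle and 100% = reference cytotoxic drug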
# PMK inhibit = S. pneumoniae PMK inhibitors, primary screen, biochemical, mevalonate pathway, pilot trial included; phosphomevalonate kinase (Streptococcus pneumoniae D39); purified PMK, PK/LDH-coupled NADH absorbance 340 nm; inhibition, % at 10 µM; 0.49% of 65,000 active;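 active = top-ranked compounds by inhibition in the single 10 µM screen, taking a fixed number of the strongest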;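 also: 0% = full reaction with DMSO carrier and 100% = background rate without enzyme reaction; no value below 0 was filed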
# Spn DPM-DC inh = S. pneumoniae DPM-DC inhibitors, primary screen, biochemical, PK/LDH-coupled NADH fluorescence. 0.49% of 65,000 active. diphosphomevalonate decarboxylase (Streptococcus pneumoniae D39). calls only at 10 µM. purified DPM-DC;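 active = the 320 compounds with the highest percent inhibition in the single-dose primary screen, excluding strongly autofluorescent ones, cut at about 32% in these data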;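 also: kinetic rate of NADH fluorescence loss reporting ADP formed by the decarboxylase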
# Bfl-1 displacement = Bfl-1 inhibitors, primary screen, biochemical, fluorescence polarization, FITC-Bid, mouse (AID 432). Bcl-2-related protein A1 (Mus musculus). FITC-Bid BH3 peptide fluorescence polarization displacement; higher % means a stronger effect. displacement, % at 20 µM, or IC50 in µM where a hit was titrated. 0.02% of 64,000 active; in the data active = a potency from the dose series; inactive = the rest, 99 in 100 with displacement below about 15%; also: strong numbers were not always called active
# PMK inhibit pilot replicates = also measured in PMK inhibit; calls as there; inhibition, %; measured here: pilot screen replicates
# Spn MK inh pilot replicates = also measured in Spn MK inh; calls as there; inhibition, %; measured here: pilot screen replicates
# Spn DPM-DC inh pilot screen % = second read-out of Spn DPM-DC inh, no call of its own (marks repeat the call); inhibition, %; measured here: pilot screen trials
# Starred values were filed as active, the others as inactive; i = inactive; nt = not tested or not shown; + = active, no number. Rule as the data show it, unless noted: active = cytotoxicity above about 50%; inactive = the rest.
# The opening 4 entries (preview)
SMILES,LYP inhibition,HPDE-C7K KRASV12,TNAP inhibition,HT1080 cytotoxicity,Spn MK inh,HPDE-C7 viability,PMK inhibit,Spn DPM-DC inh,Bfl-1 displacement,others
CCOC(=O)c1ccc(-n2c(=S)sc3c(=O)[nH]c(C)nc32)cc1,11.1%,-20.5%,6.5%,5.1%,6.0,-22.4%,0.0,i,-20.4%,
Cc1cc2c(c(=O)n1C1CC1)C(c1cccc(Cl)c1)C(C#N)=C(N)O2 (stereo not drawn),6.5%,-10.1%,6.5%,31.9%,2.0,-10.2%,0.0,i,-1.1%,
O=C(CSc1nccn1-c1ccc(Cl)cc1)Nc1ccc2c(c1)OCO2,16.1%,7.6%,5.1%,6.3%,3.0,2.1%,9.0,i,-5.2%,
COC(=O)CSc1nnc(-c2cccnc2)n1-c1cc(OC)cc(OC)c1,nt,11.6%,4.3%,-3.0%,11.0,-0.6%,13.0,i,-8.7%,

# The listing, previewed entries included:
SMILES,LYP inhibition,HPDE-C7K KRASV12,TNAP inhibition,HT1080 cytotoxicity,Spn MK inh,HPDE-C7 viability,PMK inhibit,Spn DPM-DC inh,Bfl-1 displacement,others
CCOC(=O)c1ccc(-n2c(=S)sc3c(=O)[nH]c(C)nc32)cc1,11.1%,-20.5%,6.5%,5.1%,6.0,-22.4%,0.0,i,-20.4%,
Cc1cc2c(c(=O)n1C1CC1)C(c1cccc(Cl)c1)C(C#N)=C(N)O2 (stereo not drawn),6.5%,-10.1%,6.5%,31.9%,2.0,-10.2%,0.0,i,-1.1%,
O=C(CSc1nccn1-c1ccc(Cl)cc1)Nc1ccc2c(c1)OCO2,16.1%,7.6%,5.1%,6.3%,3.0,2.1%,9.0,i,-5.2%,
COC(=O)CSc1nnc(-c2cccnc2)n1-c1cc(OC)cc(OC)c1,nt,11.6%,4.3%,-3.0%,11.0,-0.6%,13.0,i,-8.7%,
CCOCCCNC(=O)c1cc2c(-c3ccc(Cl)cc3)nn(C)c2s1,-15.8%,4.6%,9.1%,3.8%,8.0,-18.1%,7.0,nt,-2.2%,
O=C(NCc1cccnc1)c1ccc2c(=O)n(CCCN3CCCC3=O)c(=S)[nH]c2c1,14.6%,-5.1%,8.3%,0.9%,6.0,-15.3%,13.0,+,1.8%,
O=C1C2C3C=CC(C3)C2C(=O)N1c1ccccc1 (stereo not drawn),-1.7%,nt,14.6%,8.9%,2.0,nt,13.0,i,-4.0%,
CSc1nc2[nH]c3c(c2c2ncnn12)CCCC3,-4.6%,20.5%,14.2%,5.7%,0.0,19.3%,8.0,i,3.9%,
CCCOc1ccc(-c2nnc(N)s2)cc1,-4.3%,11.8%,11.2%,-6.1%,1.0,4.7%,6.0,i,1.5%,
Cc1nnc(Nc2ccc(C(=O)NCCO)cc2)c2ccccc12,3.9%,5.3%,9.0%,2.5%,8.0,8.6%,0.0,i,1.6%,
CCN(CC)S(=O)(=O)c1cc(C(=O)Nc2ccc(Cl)cn2)ccc1C,nt,12.0%,11.7%,-5.1%,5.0,-0.2%,nt,i,2.6%,
COc1ccccc1OCC(=O)NCC1CCCCC1,12.8%,-24.3%,8.0%,-10.6%,0.0,-31.2%,2.0,i,-2.9%,PMK inhibit pilot replicates=5.5;Spn MK inh pilot replicates=0.0;Spn DPM-DC inh pilot screen %=0.5
CCC(=O)c1cc2c(C)cc(=O)oc2c(C)c1O,-5.6%,-4.0%,3.4%,-2.3%,7.0,-8.4%,1.0,i,1.3%,
Cn1c(CSc2ccccc2)c(C#N)c2ccccc21,nt,12.9%,13.0%,22.3%,10.0,-6.2%,17.0,i,-8.6%,
COc1ccc(OCCOC(=O)c2cccs2)cc1,nt,-10.8%,5.9%,-3.5%,0.0,-17.3%,0.0,i,4.5%,PMK inhibit pilot replicates=0.0;Spn MK inh pilot replicates=0.0;Spn DPM-DC inh pilot screen %=0.0
Fc1ccc(CN2CCCCCCC2)c(F)c1,5.0%,4.9%,11.3%,-0.6%,34.0,4.9%,3.0,i,-8.1%,
COC(=O)C1=C(NC(=O)c2cccc(C)c2)CCS1,nt,-4.7%,11.6%,nt,0.0,2.6%,15.0,i,-9.1%,
O=C(O)C1C2C=CC(O2)C1C(=O)Nc1ccc(S(=O)(=O)N2CCc3ccccc32)cc1 (stereo not drawn),1.0%,-11.7%,1.8%,-6.9%,5.0,-9.3%,1.0,i,3.0%,
CC(C)OC(=O)c1cn(-c2ccccc2)nc1-c1ccco1,1.5%,17.3%,16.3%,0.4%,5.0,4.8%,3.0,i,-2.7%,
CCOc1c(C(N)=O)c(-c2ccccc2)c2c(=O)[nH]c3ccccc3n12,nt,7.4%,5.6%,-5.7%,0.0,5.7%,7.0,nt,-5.0%,
CCC(C)(NC(=O)c1ccccn1)C(=O)NC1CCCCC1 (stereo not drawn),1.6%,4.3%,9.2%,6.8%,3.0,-7.7%,10.0,i,3.3%,
CCS(=O)(=O)c1ccc(O)c(NC(=O)Nc2ccccc2)c1,7.4%,-3.7%,11.3%,-1.3%,42.0*,-25.5%,18.0,i,-3.6%,
COc1ccc(N(CC(=O)Nc2ccc3c(c2)OCO3)S(C)(=O)=O)c(OC)c1,14.7%,1.6%,6.3%,-5.0%,1.0,-10.4%,10.0,i,-2.0%,
C=CCn1c(SCC(N)=O)nnc1-c1cc(Br)ccc1O,-0.3%,0.2%,7.0%,-3.6%,3.0,-2.8%,3.0,i,-2.8%,
O=C(CC1SCCNC1=O)Nc1cc(Cl)cc(Cl)c1 (stereo not drawn),-5.8%,-5.4%,-1.4%,4.6%,5.0,-0.1%,0.0,i,-5.4%,
COc1ccccc1-c1noc(CCC(=O)Nc2ccccc2Cl)n1,-2.1%,-15.3%,7.8%,12.1%,14.0,-23.7%,2.0,i,-2.8%,
Cc1cn(S(=O)(=O)c2ccc(Br)c3ccccc23)cn1,nt,-11.2%,-1.6%,nt,0.0,-20.7%,2.0,i,3.0%,
COc1cc(-n2cnnn2)ccc1S(=O)(=O)N1CCOCC1,nt,1.7%,5.2%,15.7%,5.0,10.8%,13.0,i,-4.4%,
CCOC(=O)N1CCC(N2Cc3cccc(C(=O)NCC4CCN(CC(C)C)C4)c3C2=O)CC1 (stereo not drawn),8.5%,-6.8%,4.7%,-3.1%,11.0,-4.1%,1.0,i,-0.7%,
CC(=O)NC1CC2CCC(C1)N2Cc1ccc(C)cc1 (stereo not drawn),-4.9%,-11.8%,-1.7%,4.1%,1.0,0.5%,15.0,i,-7.6%,
COc1ccc(Nc2nc(CC(C)=O)ns2)cc1OC,6.8%,5.4%,5.4%,-11.4%,13.0,-0.3%,10.0,i,-6.7%,
CCN(CC)CCNc1nc2c(c(=O)[nH]c(=O)n2C)n1CC(O)COc1ccc(Cl)cc1Cl (stereo not drawn),9.0%,10.6%,-0.9%,6.6%,4.0,-4.3%,10.0,i,-4.7%,
Cc1c(CN2CCC(C)CC2)c(=O)n(-c2ccccc2)n1C,nt,-4.1%,3.4%,-3.9%,2.0,-5.3%,7.0,i,1.2%,
Cn1c(=O)c2c(nc(Br)n2CCSc2ncccn2)n(C)c1=O,-15.1%,-1.6%,9.9%,4.3%,5.0,-8.4%,7.0,i,0.3%,PMK inhibit pilot replicates=0.0;Spn MK inh pilot replicates=0.0;Spn DPM-DC inh pilot screen %=0.0
Cc1nc(Nc2ccc3c(c2)OCCO3)c2nnn(Cc3ccccc3Cl)c2n1,4.1%,39.5%,-0.5%,22.5%,0.0,36.0%,4.0,i,-2.1%,
Cc1ccc(-c2nnc(CSc3nncn3N)o2)cc1,6.8%,-6.2%,8.5%,-0.6%,0.0,-17.6%,6.0,i,-3.5%,
CC1CN(C(=O)c2ccccc2)OC(c2ccc3c(c2)OCO3)O1 (stereo not drawn),3.9%,2.4%,6.5%,8.9%,10.0,0.7%,11.0,i,7.5%,
COc1cc2c(C#N)c(N3CCOCC3)nc(N)c2c(N)n1,5.5%,46.6%,20.2%,25.8%,0.0,37.5%,13.0,nt,-0.5%,PMK inhibit pilot replicates=1.0;Spn MK inh pilot replicates=1.0
Cc1nnc(C)n1/N=C/C=C/c1ccccc1,1.8%,-40.0%,5.6%,1.6%,0.0,-19.2%,0.0,i,2.2%,
N=c1c(C(=O)NC2CCCC2)cc2c(=O)n3ccccc3nc2n1C1CCCC1,nt,-7.0%,9.1%,7.6%,0.0,-8.2%,12.0,nt,0.9%,
Cc1cc(NC(=O)CSc2nc(-c3ccccc3)cs2)no1,4.0%,-7.6%,27.2%,3.7%,3.0,5.2%,0.0,i,5.8%,
COc1ccc(-c2cc(C(=O)Nc3cc(OC)c(OC)c(OC)c3)no2)cc1OC,11.2%,-8.2%,4.2%,4.7%,0.0,-10.2%,14.0,i,-10.9%,
COc1ccc(-c2noc(CCC(=O)NC3CCCCC3)n2)cc1OC,nt,3.0%,2.7%,-3.8%,0.0,-2.3%,15.0,i,0.5%,
CCC(=O)N1C(C(=O)N2CCCC2)CSC1c1ccc(OC)cc1 (stereo not drawn),nt,9.1%,9.3%,5.4%,8.0,0.1%,6.0,i,-0.4%,
CCn1c(CNC(=O)c2cccs2)nnc1SCC(=O)NCCc1ccccc1,6.4%,nt,14.0%,nt,6.0,nt,4.0,i,-10.7%,
COc1ccccc1C1/C(=C(/O)c2ccccc2)C(=O)C(=O)N1CC(C)C (stereo not drawn),-8.2%,3.9%,11.7%,0.9%,10.0,5.3%,11.0,i,10.2%,PMK inhibit pilot replicates=2.0;Spn MK inh pilot replicates=1.5;Spn DPM-DC inh pilot screen %=1.5
Cc1ccc(N(C(=O)Cn2nnc(-c3ccc(C)o3)n2)C(C(=O)NC2CCCC2)c2ccco2)cc1 (stereo not drawn),9.2%,-0.9%,7.9%,-11.9%,9.0,1.1%,6.0,i,4.7%,
CC1=NC(C)Cc2ccccc21 (stereo not drawn),9.9%,1.7%,3.7%,2.2%,12.0,7.0%,16.0,i,-5.7%,
CCOC(=O)c1c(C)n(C)c2ccc(OCC(O)CN3CCN(C)CC3)cc12 (stereo not drawn),9.3%,-5.4%,10.0%,-7.4%,0.0,-14.5%,16.0,i,6.3%,
O=C(CSc1oc(-c2ccco2)nc1S(=O)(=O)c1ccc(Cl)cc1)NCC1CCCO1 (stereo not drawn),0.8%,nt,nt,nt,8.0,nt,10.0,i,nt,
CCC(=O)N1CCN(C(C)=O)C1c1ccccc1 (stereo not drawn),nt,12.8%,1.5%,-6.3%,0.0,3.7%,3.0,i,-1.6%,

# Not a hit list; 3.5% or so of the library scored in one or more.
